Screening data: PubChem, several laboratories
RT RNaseH block – inhibitors of HIV-1 reverse transcriptase RNase H; hit rate 1.9% among 65,000; RT-RNase H RNA/DNA duplex cleavage, fluorescence; inhibition, % at 10 µM; P04585; AID 565; in the data active = inhibition above about 50%
RmlCD inh mix – mixture blocks RmlC and RmlD coupled enzyme activity; RmlC/RmlD coupled enzyme inhibition, 384-well mixture HTS; inhibition, % at 5.5 µM; hit rate 0.39% among 110,000; AID 1532; in the data active = inhibition above about 30%, passing the limit was not always enough; note: strong numbers were not always called active
* = called active by the depositor; i = inactive; . = not tested or not shown. Only part of the results is shown, so the mix of outcomes need not match the whole.

entry	molecule	RmlCD inh mix	RT RNaseH block
1	Cc1ccc(S(=O)(=O)N2CCOCC2)c2nsnc12	-6	.
2	CCCOc1ccc(C(CC(=O)O)NC(=O)c2cccs2)cc1 (centres undefined)	5	.
3	COc1cc(CNC2CCCCCC2)cc(OC)c1O	-8	-4
4	CSc1ccc2[nH]c(=O)cc(C)c2c1	-6	-18
5	CCOC(=O)N1CCN(CC(O)COCc2ccccc2)CC1 (centres undefined)	7	.
6	COC(=O)c1cc(Br)c(=O)n(CCN2CCCCC2)c1	.	-6
7	C=CCOc1c(Cl)cc(CNc2ccc(N(C)C)cc2)cc1OC	-11	.
8	CCN(CC)C(=O)CN(c1ccc(F)c(Cl)c1)S(C)(=O)=O	-8	-9
9	COc1ccc(-c2cnn3c(N)c(S(=O)(=O)C(C)(C)C)cnc23)cc1	10	.
10	COC(=O)C(NC(=O)C(NC(=O)c1ccccc1)C(C)C)C(C)C (centres undefined)	-6	1

entry	molecule	RmlCD inh mix	RT RNaseH block
11	COC(=O)C1=C(C(=O)c2ccccc2)C(c2ccc(OC)c(OC)c2)Nc2nnnn21 (centres undefined)	.	-2
12	COC(=O)Cn1cnc2c1c(=O)n(C)c(=O)n2C	6	.
13	c1ccc2nc3[nH]cnc3nc2c1	6	5
14	Cc1nn(-c2ccccc2)c(Cl)c1C1C(C#N)=C(N)OC2=C1C(=O)CCC2 (centres undefined)	-11	5
15	CCOC(=O)c1c(NC(=O)CCC(=O)N2CCOCC2)sc2c1CC(C)(C)OC2	-13	.
16	CS(=O)(=O)N(CC(=O)N1CCN(c2ccccc2F)CC1)C1CCCCC1	14	.
17	FC(F)(F)c1cccc(Oc2nc(-c3ccccc3)nnc2C(F)(F)F)c1	-8	.
18	CC1=C(C(=O)Nc2ccc(C)cc2)C(c2ccco2)NC(=O)N1 (centres undefined)	14	.
19	C/C(CC(=O)Nc1ccccc1[N+](=O)[O-])=N\NC(=O)COc1ccccc1C	-5	.
20	C/C(CC1(O)/C(=N/O)CCc2nonc21)=N\O (centres undefined)	19	-10

Ordered by SMILES length (descending): some entries from above
entry	molecule	RmlCD inh mix	RT RNaseH block
19	C/C(CC(=O)Nc1ccccc1[N+](=O)[O-])=N\NC(=O)COc1ccccc1C	-5	.
15	CCOC(=O)c1c(NC(=O)CCC(=O)N2CCOCC2)sc2c1CC(C)(C)OC2	-13	.
16	CS(=O)(=O)N(CC(=O)N1CCN(c2ccccc2F)CC1)C1CCCCC1	14	.

(continued)
entry	molecule	RmlCD inh mix	RT RNaseH block
21	C/C=C(\C)C(=O)NCCN1C2=NC[C@@H](C)N2C[C@@H]1Cc1ccc(OC)cc1	11	.
22	CC1CC2=C(NC(=S)NC2c2ccc(F)cc2)/C(=C/c2ccc(F)cc2)C1 (centres undefined)	4	.
23	CCOC(=O)Nc1ccc(S(=O)(=O)N2CCOCC2)cc1	5	-19
24	CCC(CC)C(=O)N1c2ccc(F)cc2CCC1C (centres undefined)	1	-15
25	COc1ccc(OCCCC(=O)NC(C)c2ccccc2)cc1 (centres undefined)	2	.
26	COc1ccc(C2=NOC(C(=O)N3CCN(c4ccccc4OC)CC3)C2)cc1 (centres undefined)	-6	-8
27	Cc1ccc(S(=O)(=O)N2CCC(C(=O)OCC(=O)N3CC(=O)Nc4ccccc43)CC2)cc1	-15	-3
28	Cc1nc2nc(C)c(CCC(=O)N3CCN(c4ccccn4)CC3)c(C)n2n1	-9	-2
29	CC(C)(C)c1nnc2sc(SCC(=O)c3cccs3)nn2c1=O	-10	16
30	COc1cc(OC)cc(C(=O)Nn2cc(C(=O)N3CCN(C)CC3)c3ccccc3c2=O)c1	-15	-2

entry	molecule	RmlCD inh mix	RT RNaseH block
31	Cc1c(Cl)cccc1N(CC(=O)O)S(C)(=O)=O	2	-1
32	Cc1cc(C(=O)NCc2cccs2)n(-c2ccccc2)n1	-4	-8
33	CCCc1cc(C(=O)NNC(=S)NCc2ccccc2)cs1	-18	.
34	CCCC(=O)Nc1ccc2c(c1)C(=O)NC2=O	-5	.
35	CCC(C)(C)NC(=O)CN(Cc1cccs1)C(=O)C(=O)Nc1ccc2c(c1)OCCO2	14	.
36	Cc1ccc(N2C(=O)CC(C3CCCO3)C2=O)cc1 (centres undefined)	2	.
37	O=C(NCCS(=O)CCNC(=O)C(F)(F)F)C(F)(F)F	-8	-5
38	O=C(c1ccc(Cl)cc1)C12CN3CN(CN(C3)C1)C2	-9	-7
39	O=C1CC(c2ccc(S(=O)(=O)NCc3ccncc3)cc2)CN1 (centres undefined)	-8	-3
40	CC(Cc1ccccc1)Nc1ncnc2c1ncn2C1OC(CO)C(O)C1O (centres undefined)	2	.

entry	molecule	RmlCD inh mix	RT RNaseH block
41	O=C(NCC(c1cccnc1)N1CCN(c2ccccc2F)CC1)C1CCCCC1 (centres undefined)	7	-5
42	Cc1ccc(S(=O)(=O)NC2=NCN(CCc3ccccc3)CN2)cc1	0	-4
43	CCCC(=O)Nc1nnc(CC(=O)N2CCCC2)s1	8	2
44	Cc1cccc2c(=O)cc(C)n(CC(=O)N3CCCCC3)c12	3	-20
45	Cn1nnc2cc(C(=O)NCCC3=CCCCC3)ccc21	-3	3
46	CCc1cccc2c(C#N)cn(CC(=O)NCCOC)c12	-17	-11
47	CC(C)CC(=O)N(c1ccc(F)cc1)C1C=CS(=O)(=O)C1 (centres undefined)	-15	-1
48	Cc1ccc(C(=O)Nc2nc(=O)n(C(=O)c3ccccc3Cl)s2)cc1	7	.
49	Cc1ccc(CSCC(=O)N2CCN(Cc3ccc4c(c3)OCO4)CC2)cc1	-7	.
50	CC(=O)NC1=NN(C(C)=O)C(c2cccs2)S1 (centres undefined)	3	.

entry	molecule	RmlCD inh mix	RT RNaseH block
51	CCOc1ccc(N=Nc2c(=O)[nH]n3c(=O)cc(C)[nH]c23)cc1	-1	.
52	CCCNC(=O)c1c[nH]c2ccc(S(=O)(=O)N(C)c3ccc(OCC)cc3)cc2c1=O	-8	8
53	CCCN(CCC)CCCNC(=O)CC1Nc2ccccc2NC1=O (centres undefined)	3	-26
54	CC(C)CC(=O)Nc1nnn(C)n1	-1	-12
55	COc1ccccc1N/C(N)=N/c1nc(CSc2ccc(C)cc2)cc(=O)[nH]1	7	-13
56	Cc1ccc(-n2ncc3c(=O)n(CC(=O)N4CCCCCC4)cnc32)cc1	-9	-3
57	Cn1c2ccccc2c2c(C(=O)N3CCN(c4ccc(F)cc4)CC3)cn(C3CCCC3)c(=O)c21	-14	-6
58	N=c1c(C(=O)NCc2ccccc2)cc2c(=O)n3ccccc3nc2n1Cc1ccco1	-6	-21
59	Cc1cc(NS(=O)(=O)c2ccc(Nc3nc(-c4sc(C)nc4C)cs3)cc2)no1	-7	.
60	CCc1c(O)nc(SCC(N)=O)n(-c2ccccc2F)c1=O	1	-1

entry	molecule	RmlCD inh mix	RT RNaseH block
61	O=C(Nc1ccc2c(c1)OCO2)C1CC(c2ccccc2Cl)=NO1 (centres undefined)	-16	-28
62	C=CCOC(=O)COc1ccc2c(C)c(C)c(=O)oc2c1	22	-14
63	CC(Oc1ccccc1)C(=O)N1CCCc2ccccc21 (centres undefined)	-1	-62
64	CCOC(=O)Cc1nnc(NC(=O)c2ncn[nH]2)s1	-13	2
65	Cc1ccc(Cl)c(OCC(=O)Nc2ccc3c(c2)OCCO3)c1	-10	-9
66	Cc1c(C)[n+](=O)c2c(n1[O-])CCCCC2	6	-3
67	COc1ccccc1-n1cnc2cc(NC(C)=O)ccc21	-9	-4
68	O=C(CC(C(=O)O)C1CCCO1)NCCc1ccc2c(c1)OCO2 (centres undefined)	i	-7
69	Cc1nc2scc(-c3cccs3)c2c(=O)o1	-10	-8
70	CCCOC(=O)/C(C)=N\NC(=O)c1ccco1	6	.

entry	molecule	RmlCD inh mix	RT RNaseH block
71	CCOc1ccc(C(=O)NCC(=O)OC(C)C(=O)NCc2ccco2)cc1OCC (centres undefined)	-8	-5
72	COc1ccc(CNC(=O)NC2CCCCC2)cc1	.	-7
73	COc1ccc(C2=NCN(c3ccc(C)cc3)C(=S)N2)cc1	15	.
74	Cc1ccc2cc3c(NC(=O)c4ccco4)nn(CC(C)C)c3nc2c1	.	10
75	CCCCN(C)C(=O)CCCc1c[nH]c2ccccc12	-5	.
76	COc1ccc(NC2C=CS(=O)(=O)C2)cc1 (centres undefined)	-6	.
77	Cc1cc(NC(=O)CCC(=O)N(CCc2ccccc2)C(C(=O)NC2CCCC2)c2ccco2)no1 (centres undefined)	-17	10
78	Clc1ccc(Nc2nc3ccccc3n3nnnc23)cc1	-55	.
79	CC(C)C/C(=N/O)c1c[nH]c2ccccc12	-7	.
80	CCn1c(SC(C)C(=O)NC2CCCc3ccccc32)nnc1-c1cccs1 (centres undefined)	4	.

entry	molecule	RmlCD inh mix	RT RNaseH block
81	COc1cc(C2=NOC(C(=O)N3CCCc4ccccc43)C2)cc(OC)c1OC (centres undefined)	-12	3
82	COc1ccccc1N1CCN(C(=O)CSc2nc(-c3ccco3)cc(C(F)(F)F)n2)CC1	-5	-8
83	CCCCN(C)C(=O)c1c[nH]c2ccc(S(=O)(=O)N3CCOCC3)cc2c1=O	10	4
84	Cc1cc(C)c(C#N)c(N2CCCC2)n1	-36	-33
85	CCc1ccc(NC(=O)CSC2=C(C#N)C(c3ccc4c(c3)OCO4)CC(=O)N2)cc1 (centres undefined)	-12	3
86	C/C=C/CSc1nc2c(c(=O)[nH]c(=O)n2C)n1CCC	-4	-25
87	CC(C)(O)/C=C1/Oc2ccccc2C1N1CCCCC1 (centres undefined)	-5	-6
88	O=C(O)/C(=C1\OC(=O)c2ccccc21)c1ccccc1	-14	.
89	CCOc1cc(S(=O)(=O)NC2CC2)c(OCC)cc1-n1cnnn1	-10	.
90	CCn1c(SCC(=O)N2CCOCC2)nc(O)cc1=O	15	2

entry	molecule	RmlCD inh mix	RT RNaseH block
91	C=CCn1c(SCC(=O)NC2CCCCC2)nnc1-c1sc(N)nc1C	2	-6
92	COC12C(COC(N)=O)C3=C(C(=O)C(C)=C(N)C3=O)N1CC1C2N1C (centres undefined)	2	.
93	O=C(Nc1cc(C(F)(F)F)ccc1-n1cncn1)c1ccc(Cl)cc1	4	.
94	CN(C)CCCN1c2ccccc2Sc2ccc(C(F)(F)F)cc21	-5	2
95	O=C(Nc1ccc(-c2nc3ccccc3o2)c(O)c1)c1cc(-n2cnnc2)ccc1Cl	-18	6
96	CC(C)(C#N)C(C)(C)c1nn[nH]n1	-12	1
97	CN(C)CCc1c[nH]c2ccc(C[C@H]3COC(=O)N3)cc12	-13	.
98	N#CC1=C(N)Oc2cc(N)ccc2C1C1CCCCC1 (centres undefined)	6	-26
99	COc1cc(-c2nc(-c3ccc(C)nc3OC)no2)cc(OC)c1OC	.	2
100	CCOc1ccc(CCNC(=O)C2CCN(c3nnc(-n4cccc4)s3)CC2)cc1	-10	.

entry	molecule	RmlCD inh mix	RT RNaseH block
101	O=C(Cn1c(=O)n(Cc2ccco2)c(=O)c2cc(Cl)ccc21)NCC1CCCO1 (centres undefined)	-20	-18
102	CCC(C)n1c(O)c(C(c2ccccn2)c2c(O)n(C(C)CC)c(=S)[nH]c2=O)c(=O)[nH]c1=S (centres undefined)	-13	.
103	CCCCC(=O)Nc1cc(C)c2c(=O)oc3ccccc3c2n1	-12	-2
104	CC1(C)CC(=O)C(C=NC(CCC(N)=O)C(=O)O)=C(O)C1 (centres undefined)	-12	0
105	Cc1ccc(CN(CC(=O)N/N=C/c2ccccc2[N+](=O)[O-])S(=O)(=O)c2ccc(C)cc2)cc1	8	.
106	Cc1ccc(C)c(NC(=O)CSc2n[nH]c(-c3ccncc3)n2)c1	14	-5
107	CCOC(=O)C1C(=O)NC(SCC(N)=O)=C(C#N)C1c1ccccc1OCC (centres undefined)	-10	66*
108	CN1/C(=C\C=C2\N=C(c3ccc(F)cc3)OC2=O)C(C)(C)c2ccccc21	-15	.
109	Cc1ccc(NCc2nnc(SCC(=O)NCc3ccco3)n2CC2CCCO2)c(C)c1 (centres undefined)	5	1
110	O=C(c1ccc(OCC2CCCO2)cc1)N1CCN(c2ccccc2)CC1 (centres undefined)	-11	-7

entry	molecule	RmlCD inh mix	RT RNaseH block
111	C/C=C/C=C\C(=O)Nc1cccc(C2=NOC3(C2)C[C@@H](C(N)=O)N(C(=O)c2cc([N+](=O)[O-])cc([N+](=O)[O-])c2)C3)c1 (some centres undefined)	3	.
112	Cc1cccc(OCCn2c(NC(=O)c3ccco3)nc3ccccc32)c1	6	-3
113	O=C(C1CC1)N1CCc2cc(Br)cc(S(=O)(=O)NCCCN3CCCC3)c21	1	-6
114	Cn1c(=O)c2c(nc(NCc3ccc4c(c3)OCO4)n2Cc2ccccc2Cl)n(C)c1=O	8	-3
115	C=CCNc1nc(-c2sc(NC(C)=O)nc2C)cs1	-8	46
116	CN(CC(=O)Nc1ccc(F)c(F)c1F)c1cnccn1	-7	-23
117	COCCn1c(SCc2nc3ccccc3c(=O)[nH]2)nnc1-c1ccncc1	-5	.
118	CCOc1ccc(N2C(=O)CC(Sc3nccc(C)n3)C2=O)cc1 (centres undefined)	-6	-17
119	CC12CNCC(C)(CN(C(c3ccccc3)c3ccccc3)C1)C2	-9	.
120	COc1ccc(C(=O)Sc2ccc(C)cc2)cc1OC	-10	.

entry	molecule	RmlCD inh mix	RT RNaseH block
121	CCN1CCN(CCC(=O)Nc2ccccc2OC)CC1	-12	-8
122	Cc1nn(-c2ccccc2)c2[nH]c(=O)c(CNc3ccc(N4CCOCC4)cc3)cc12	97	19
123	COc1ccc(OC)c(S(=O)(=O)N(C)CC(=O)O)c1	-4	-9
124	CC(C)(C)c1ccc(C(=O)c2c[nH]c(C(=O)NCCCN3CCOCC3)c2)cc1	1	.
125	Cc1ccccc1Cn1ccc(NC(=O)CCSc2nc(-c3ccco3)cc(C(F)(F)F)n2)n1	-1	-45

Record cards (already shown).
CC(C)(C)c1ccc(C(=O)c2c[nH]c(C(=O)NCCCN3CCOCC3)c2)cc1 as listed: RmlCD inh mix: 1; RT RNaseH block: .
Cc1nn(-c2ccccc2)c2[nH]c(=O)c(CNc3ccc(N4CCOCC4)cc3)cc12 as listed: RmlCD inh mix: 97; RT RNaseH block: 19
CCN1CCN(CCC(=O)Nc2ccccc2OC)CC1 as listed: RmlCD inh mix: -12; RT RNaseH block: -8
